G9a block – qHTS Assay for Inhibitors of Histone Lysine Methyltransferase G9a. G9a H3K9 monomethylation, AlphaScreen, 2 h. Potency, µM (highest dose often 102 µM), for the others: at the highest dose activity, negative = inhibition, most hits filed as inhibitors. 8.8% of 350,000 active. AID 504332, 2011; further: on the % scale 0 is the no-effect control and ±100 the full control effect; nearly all actives have a fitted effect of over 75% in size
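Methyltransferase reactions run at room temperature for 2 h (20 nM enzyme, 500 nM biotin-H3K9 peptide, 20 uM SAM) after a 15 min compound preincubation; product detected by AlphaScreen beads and anti-H3K9me1 antibody.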
Pol kappa inh – qHTS for Inhibitors of Polymerase Kappa; DNA polymerase kappa (Homo sapiens), Q9UBT6; purified Pol kappa, fluorescent DNA synthesis assay, 10 min; Potency, µM (top dose mostly 107 µM), for inactives: top-dose activity, negative = inhibition, usual class: inhibitors; 0.53% of 400,000 active; further: on the % scale 0 is the no-effect control and ±100 the full control effect
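Here, compound and 10 nM enzyme are combined for 15 min at room temperature; adding 50 nM substrate (final) starts DNA synthesis, tracked by fluorescence at 0 and 10 min against buffer-only wells.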
BLM inh – qHTS Assay for Inhibitors of Bloom's syndrome helicase (BLM). RecQ-like DNA helicase BLM (Homo sapiens), P54132. recombinant BLM DNA unwinding, fluorescence dequenching. Potency, µM (top dose mostly 56.1 µM), for the others: top-dose activity change, negative = inhibition, most hits filed as inhibitors. 0.2% of 350,000 active. AID 2528, 2010;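 further: plate controls were vehicle for no effect and no enzyme for full effect; nearly all actives have a fitted effect of over 35% in size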
Target sequence (P54132 whole entry, looked up): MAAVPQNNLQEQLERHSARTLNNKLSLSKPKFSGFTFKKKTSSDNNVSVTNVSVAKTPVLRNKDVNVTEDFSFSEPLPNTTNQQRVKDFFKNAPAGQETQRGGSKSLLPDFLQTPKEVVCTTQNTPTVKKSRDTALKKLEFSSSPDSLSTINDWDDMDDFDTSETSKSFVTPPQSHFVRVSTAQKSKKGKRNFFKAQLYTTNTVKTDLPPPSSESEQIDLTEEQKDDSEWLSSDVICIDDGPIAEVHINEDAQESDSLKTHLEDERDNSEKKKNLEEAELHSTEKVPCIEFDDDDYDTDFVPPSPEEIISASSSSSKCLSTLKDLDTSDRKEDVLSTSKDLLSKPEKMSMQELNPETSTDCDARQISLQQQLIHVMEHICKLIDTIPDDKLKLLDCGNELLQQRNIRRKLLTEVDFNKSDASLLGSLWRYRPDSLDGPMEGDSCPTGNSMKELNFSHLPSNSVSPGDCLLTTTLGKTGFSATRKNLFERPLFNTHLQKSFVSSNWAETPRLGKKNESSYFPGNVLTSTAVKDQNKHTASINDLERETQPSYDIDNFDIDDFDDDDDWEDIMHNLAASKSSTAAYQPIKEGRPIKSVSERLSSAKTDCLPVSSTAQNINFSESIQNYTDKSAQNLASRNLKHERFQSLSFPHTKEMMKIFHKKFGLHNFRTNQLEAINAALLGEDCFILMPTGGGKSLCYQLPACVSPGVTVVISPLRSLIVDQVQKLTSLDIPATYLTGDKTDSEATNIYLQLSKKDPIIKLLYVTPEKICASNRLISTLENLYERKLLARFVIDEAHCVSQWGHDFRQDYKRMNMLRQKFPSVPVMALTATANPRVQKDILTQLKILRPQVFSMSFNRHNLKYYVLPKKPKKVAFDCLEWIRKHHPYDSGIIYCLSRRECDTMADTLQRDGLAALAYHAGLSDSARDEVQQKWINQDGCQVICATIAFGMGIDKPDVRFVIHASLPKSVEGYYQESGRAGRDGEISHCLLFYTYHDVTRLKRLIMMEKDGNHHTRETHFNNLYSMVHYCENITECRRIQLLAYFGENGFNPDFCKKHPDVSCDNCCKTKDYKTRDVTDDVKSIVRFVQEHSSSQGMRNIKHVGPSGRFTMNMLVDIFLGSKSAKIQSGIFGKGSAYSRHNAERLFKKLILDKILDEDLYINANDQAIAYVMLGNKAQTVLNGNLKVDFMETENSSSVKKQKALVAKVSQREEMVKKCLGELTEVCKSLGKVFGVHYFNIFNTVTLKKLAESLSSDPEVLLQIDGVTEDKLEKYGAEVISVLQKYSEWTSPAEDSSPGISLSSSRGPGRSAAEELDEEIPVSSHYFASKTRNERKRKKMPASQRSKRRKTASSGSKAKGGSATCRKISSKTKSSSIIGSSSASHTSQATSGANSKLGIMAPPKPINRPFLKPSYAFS
POLB inh – qHTS Assay for Inhibitors of DNA Polymerase Beta. Potency, µM (titrated, usually from 114 µM), without a hit: top-dose activity change, negative = inhibition, usual class: inhibitors. Pol beta primer extension/strand displacement, fluorescence kinetic. AID 485314, 2010. 1.3% of 340,000 active. P06746; further: on the % scale 0 is the no-effect control and ±100 the full control effect
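Curves were derived by four-parameter Hill fits of normalized qHTS data. The kinetic fluorescent primer-extension read was taken at 0 and 10 min after 50 nM substrate, following a 15 min room-temperature preincubation of 10 nM enzyme with compounds.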
POLH inh – qHTS for Inhibitors of Polymerase Eta; DNA polymerase eta (Homo sapiens), Q9Y253; recombinant Pol eta, fluorescent DNA replication assay; Potency, µM (top dose mostly 114 µM), inactives show at the top dose activity change, negative = inhibition, hits mostly inhibitors; 1.2% of 390,000 active; further: on the % scale 0 is the no-effect control and ±100 the full control effect
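Pol eta (10 nM) was preincubated with compounds for 15 min at room temperature, after which fluorescent replication substrate (50 nM final) was added to start the reaction. Fluorescence was read kinetically at 0 and 10 min.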
BAZ2B block – qHTS Assay for Inhibitors of BAZ2B. 4.4% of 360,000 active. AlphaScreen BAZ2B-H3K14Ac peptide displacement. Potency, µM (top dose mostly 114 µM), inactives show top-dose activity change, negative = inhibition, hits mostly inhibitors; further: on the % scale 0 is the no-effect control and ±100 the full control effect; nearly all actives have a fitted effect of over 60% in size
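AlphaScreen luminescence quantifies BAZ2B engagement of H3K14Ac peptide; the protein and biotinylated peptide are both at 50 nM final, buffer PBS pH 7.4 with 0.01% Tween-20, all steps at room temperature.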
Pol iota inh – qHTS for Inhibitors of Polymerase Iota; Potency, µM (doses to about 115 µM), without a hit: at the highest dose activity, negative = inhibition, usual class: inhibitors; DNA polymerase iota (Homo sapiens), Q9UNA4; AID 588590, 2011; 1% of 390,000 active; Pol iota fluorescent replication assay, 10 min
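Pol iota at 10 nM preincubated 15 min with compounds at room temperature; reaction started with fluorescent substrate, 50 nM final. Fluorescence read kinetically at 0 and 10 min; buffer-only wells as negative control.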
JMJD2A Tudor inh – qHTS Assay for Inhibitors of JMJD2A-Tudor Domain; 4.4% of 390,000 active; AlphaScreen JMJD2A-Tudor / H3K4me3 peptide binding; Potency, µM (top dose mostly 114 µM), without a hit: at the highest dose activity change, negative = inhibition, usual class: inhibitors; further: on the % scale 0 is the no-effect control and ±100 the full control effect; nearly all actives have a fitted effect of over 50% in size
APE1 inh – qHTS Assay for Inhibitors of the Human Apurinic/apyrimidinic Endonuclease 1 (APE1). Potency, µM (doses to about 65.8 µM), for the others: top-dose activity change, negative = inhibition, usual class: inhibitors. recombinant APE1, TAMRA/BHQ-2 abasic DNA cleavage fluorescence. 0.35% of 350,000 active. DNA repair nuclease/redox regulator APEX1 (Homo sapiens), P27695;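 further: plate controls were vehicle for no effect and reference inhibitor for full effect; nearly all actives have a fitted effect of over 55% in size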
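Substrate: short duplex with […] THF abasic site, 5'-TAMRA and 3'-BHQ-2, 50 nM final. APE1 at 0.75 nM, preincubated 15 min RT with compound. Fluorescence increase from first to third read measured activity.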
Numbers without * were called inactive; u = inconclusive; x = no result given; & = joins results of further samples; [ ] = remark or other dose. The call rests on the fitted dose curve; in most records, active means well fitted curve in the direction sought with a large enough effect; inconclusive means small, poorly fitted or top-dose-only effect, or another doubt; inactive means no such curve, though single readings can be large; an effect the other way counts as inactive or inconclusive. Potency means the concentration at half of the fitted maximal effect.

Short keys – A = G9a block; B = Pol kappa inh; C = BLM inh; D = POLB inh; E = POLH inh; F = BAZ2B block; G = Pol iota inh; H = JMJD2A Tudor inh; I = APE1 inh
1: COc1ccc(S(=O)(=O)N(C)CC(=O)NC2CCCC2)cc1Cl
  A: 2%[59 µM]	B: -8%	C: -2%	D: -27%	E: -18%	F: 0%	G: 12%	H: -3%	I: 0%

2: CC(=O)NS(=O)(=O)c1ccc(NC(=O)c2cccc(OCc3c(C)noc3C)c2)cc1
  A: -15%[12.7 µM]	B: 0%	C: x	D: x	E: 1%	F: 4%	G: -13%	H: -20%	I: -4%

3: C#CC(C)(C)NC(=O)c1ccccc1OC
  A: 3%[12.7 µM]	B: -18%	C: 2%	D: 25%	E: -1%	F: 11%	G: -12%	H: -10%	I: -8%

4: COc1ccc(CCNC(=S)N2CCN(S(=O)(=O)c3ccc(Cl)cc3)CC2)cc1
  A: 37%	B: -15%	C: -2%	D: -2%	E: -18%	F: -22%	G: 12%	H: 4%	I: 6%

5: CCN(c1ccc(NC(=O)c2cccc(S(=O)(=O)N3CCN(C)CC3)c2)cc1)C(C)C
  A: u	B: -7%	C: 2%	D: 8%	E: -14%	F: -33%	G: -1%	H: u	I: 10%

6: Cc1ccc(NC(=S)N(CCN(C)C)Cc2cccs2)cc1
  A: u	B: 1%	C: -10%	D: 34%	E: -21%	F: -19%	G: 11%	H: -14%	I: 20%

7: CCOCCn1c(CN(C)Cc2ccccc2)nc2c1c(=O)n(C)c(=O)n2C
  A: -45%	B: 7%	C: 3%	D: 2%	E: -24%	F: -1%	G: 41%[activator]	H: -5%	I: 16%

8: Cn1c(N)c(C(=O)CSc2nnc(Cc3cccs3)n2C2CC2)c(=O)n(C)c1=O
  A: 21%[12.7 µM]	B: -12%	C: x	D: x	E: -10%	F: 1%	G: -10%	H: -5%	I: 12%

9: O=C(Nc1ccc(S(=O)(=O)Nc2ncccn2)cc1)c1ccc(F)c(S(=O)(=O)N2CCOCC2)c1
  A: 5%[12.7 µM]	B: 2%	C: -11%	D: -12%	E: 11%	F: -1%	G: -6%	H: u	I: -6%

10: O=C(C1CC(=O)N(c2ccc3c(c2)OCCO3)C1)N1CCN(S(=O)(=O)c2cccc(F)c2)CC1 (stereo unspecified)
  A: x	B: 1%	C: x	D: x	E: -10%	F: x	G: -15%	H: -5%	I: x

11: Cc1cc(NC(=O)CSc2ccc3ccccc3c2)no1
  A: u	B: -17%	C: -15%	D: u	E: u	F: u	G: u	H: -17%	I: 0%

12: COc1cc(C(=S)N2CCOCC2)cc(OC)c1OC(=O)c1ccc([N+](=O)[O-])cc1[N+](=O)[O-]
  A: u	B: -3%	C: -8%	D: 3%	E: 5%	F: u	G: 83%[activator]	H: -31%	I: 52%[activator]

13: COc1ccnc(Oc2ccccc2)n1
  A: 0%	B: -11%	C: -3%	D: 4%	E: -3%	F: -1%	G: 170%[activator]	H: 5%	I: 3%

14: C1CC1Cc1noc(CN2CCN(CC3CC3)CC2)n1
  A: 5%	B: 2%	C: -5%	D: -17%	E: 6%	F: -16%	G: 128%[activator]	H: -6%	I: 4%

15: CCOC(=O)c1c(-c2ccccc2)csc1NC(=O)/C(C#N)=C\c1ccc(O)c(OC)c1
  A: x	B: -23%	C: x	D: x	E: u	F: x	G: u	H: 28µM*	I: x

6 entries from above, with one line to a screen.
[10] O=C(C1CC(=O)N(c2ccc3c(c2)OCCO3)C1)N1CCN(S(=O)(=O)c2cccc(F)c2)CC1 (stereo unspecified)
[11] Cc1cc(NC(=O)CSc2ccc3ccccc3c2)no1
[12] COc1cc(C(=S)N2CCOCC2)cc(OC)c1OC(=O)c1ccc([N+](=O)[O-])cc1[N+](=O)[O-]
[13] COc1ccnc(Oc2ccccc2)n1
[14] C1CC1Cc1noc(CN2CCN(CC3CC3)CC2)n1
[15] CCOC(=O)c1c(-c2ccccc2)csc1NC(=O)/C(C#N)=C\c1ccc(O)c(OC)c1
entry no. | 10 | 11 | 12 | 13 | 14 | 15
G9a block | x | u | u | 0% | 5% | x
Pol kappa inh | 1% | -17% | -3% | -11% | 2% | -23%
BLM inh | x | -15% | -8% | -3% | -5% | x
POLB inh | x | u | 3% | 4% | -17% | x
POLH inh | -10% | u | 5% | -3% | 6% | u
BAZ2B block | x | u | u | -1% | -16% | x
Pol iota inh | -15% | u | 83%[activator] | 170%[activator] | 128%[activator] | u
JMJD2A Tudor inh | -5% | -17% | -31% | 5% | -6% | 28µM*
APE1 inh | x | 0% | 52%[activator] | 3% | 4% | x

Continued:
Short keys – A = G9a block; B = Pol kappa inh; C = BLM inh; D = POLB inh; E = POLH inh; F = BAZ2B block; G = Pol iota inh; H = JMJD2A Tudor inh; I = APE1 inh
16: COc1ccc(Cl)cc1-c1nc(SCC(=O)NC2CCCC2)n[nH]1
  A: x	B: -2%	C: x	D: x	E: -10%	F: x	G: 8%	H: -24%	I: 31%

17: OC(COc1cccc(OCC(O)CN2CCOCC2)c1)CN1CCOCC1 (stereo unspecified)
  A: 14%	B: -8%&3%	C: 2%&0%	D: -12%&27%	E: -3%&-7%	F: 5%&10%	G: -4%&-1%	H: -1%&-10%	I: -3%&-6%

18: CC1CCCC(C)N1C(=O)COC(=O)C1CCN(S(=O)(=O)c2ccc3c(c2)OCCO3)CC1 (stereo unspecified)
  A: -27%	B: -19%	C: x	D: x	E: -4%	F: 0%	G: x	H: -29%	I: 11%

19: COc1cc(CN2CCC(CO)(CCOc3ccccc3)CC2)cc(OC)c1OC
  A: 4%	B: -1%	C: 3%	D: -8%	E: -20%	F: 8%	G: -27%	H: 0%	I: 2%

20: Cc1nc2c3ccccc3nc(NNC(=O)CCC(=O)N3CCN(c4ccc(F)cc4)CC3)n2n1
  A: u	B: 11%&-3%	C: -1%&3%	D: 0%&-2%	E: -15%&-14%	F: -28%&-23%	G: 10%&15%	H: -2%&-18%	I: 55%[activator]

21: CCN1C(=O)C(F)(CC)C(=O)c2ccccc21 (stereo unspecified)
  A: 4%	B: 9%	C: 0%	D: 14%[57.1 µM]	E: -6%	F: 3%	G: 24%	H: -10%	I: 1%

22: O=C(Nc1ccc(S(=O)(=O)Nc2ccccc2)cc1)C1COc2ccccc2O1 (stereo unspecified)
  A: -24%[59 µM]	B: -9%	C: -4%	D: -10%	E: -14%	F: -4%	G: -16%	H: -23%	I: 9%

23: CCCCCCCC(=O)NNC(=O)c1c(O)c2ccccc2[nH]c1=O
  A: 14%[12.7 µM]	B: -2%	C: -5%	D: -13%	E: -6%	F: -12%	G: 18%	H: -5%	I: 0%

24: CCN(CC)CCCNC(=O)CCCn1c(=O)[nH]c2ccc(Br)cc2c1=O
  A: -1%[59 µM]	B: 3%	C: -8%	D: 18%	E: -13%	F: 1%	G: 0%	H: -10%	I: x

25: CCCCc1c(C)nc2nc(SCc3ccc(Cl)cc3)[nH]n2c1=O
  A: u	B: -2%	C: -4%	D: 17%	E: u	F: 6%	G: 13%	H: -8%	I: 24%

26: CCc1cccc2c(C(=O)CSc3nnc(C4CC4)o3)c[nH]c12
  A: 38%[activator][12.7 µM]	B: -19%	C: x	D: x	E: -19%	F: -4%	G: 32%[activator]	H: -1%	I: 52%[activator]

27: Cc1c(Cl)cccc1NC(=O)Nc1ccccc1C(N)=O
  A: 0%	B: -6%	C: -1%	D: 3%	E: -12%	F: 0%	G: -14%	H: -2%	I: -5%

28: O=C1CC(c2cccc(F)c2)c2c(n3ncnc3[nH]c2=O)N1 (stereo unspecified)
  A: -45%[59 µM]	B: -3%	C: -5%	D: 2%	E: -10%	F: -6%	G: 3%	H: 2%	I: x

29: CN(C)S(=O)(=O)c1ccc(C(=O)NCCC(=O)N2CCCC2)cc1
  A: -1%	B: -4%	C: 1%	D: 23%	E: -18%	F: 6%	G: 163%[activator]	H: -5%[57.1 µM]	I: -11%

30: CCC1=NC(c2ccc(Br)cc2)N(O)C1(C)C (stereo unspecified)
  A: -6%	B: 0%	C: -6%	D: 13%	E: -4%	F: 2%	G: 12%	H: 8%	I: 1%

31: CC(=O)Cc1nsc(NC(=O)c2ccc(COc3ccccc3)o2)n1
  A: u	B: -3%	C: -3%	D: 4%	E: 2%	F: -38%	G: 4%	H: -13%	I: 1%

32: Cc1ccc(CN(C)C(=O)c2c(C)nn(-c3ccccc3)c2C)cc1
  A: 28%	B: -9%	C: -2%	D: 2%	E: -20%	F: -10%	G: 91%[activator]	H: 1%	I: 32%[activator]

33: Nc1nnc(SCCCC(=O)c2ccc(Br)cc2)s1
  A: 13%	B: -12%	C: 1%	D: 1%	E: 3%	F: -4%	G: 7%	H: -6%	I: 6%

34: Cc1cccc(-n2c(SCC(N)=O)nc3c(c2=O)C2(CCCCC2)Cc2ccccc2-3)c1
  A: -8%[59 µM]	B: -17%	C: -11%	D: 25%	E: -11%	F: -28%	G: 126%[activator]	H: u	I: 6%

35: O=C(NCc1cccnc1)C1CC(=O)N(c2ccc(Cl)cc2)C1 (stereo unspecified)
  A: -49%	B: -4%	C: -9%	D: -1%	E: -6%	F: 12%	G: 13%	H: -17%[57.1 µM]	I: -8%

36: CC(C)NC(=O)Nc1cccc2c1O[C@H](CN(C)C(=O)NC1CCCCC1)[C@@H](C)CN([C@H](C)CO)C2=O
  A: x	B: -2%	C: x	D: x	E: -2%	F: x	G: 10%	H: -7%	I: -3%

37: Cc1[nH]nc2c1C(CCc1ccccc1)C(C#N)=C(N)O2 (stereo unspecified)
  A: -46%	B: 1%	C: 3%	D: 3%	E: -4%	F: 4%	G: 14%	H: -12%	I: 1%

38: CCN(CC(=O)N1CCCC1)S(=O)(=O)c1ccc2ccccc2c1
  A: 26%	B: 9%	C: 0%	D: 17%	E: -1%	F: 7%	G: -11%	H: -15%	I: 27%

39: COc1ccc(-c2c3c(=O)n(C)c(=O)n(C)c3cn2C2CCCCC2)cc1
  A: u	B: -16%	C: -3%	D: 5%	E: -11%	F: 50µM*	G: 15%	H: u	I: -11%

40: CCOc1ccc2nc(Nc3nc(CSc4nnnn4-c4ccccc4)cc(=O)[nH]3)nc(C)c2c1
  A: u	B: -6%	C: 1%	D: 5%	E: u	F: 3%	G: 16%	H: -22%	I: -1%

Only part of the results is shown, so the mix of outcomes need not match the whole.
